High-throughput results deposited in PubChem BioAssay by National Center for Advancing Translational Sciences (NCATS).
A549 viability: Nrf2 qHTS screen for inhibitors: counterscreen for cytotoxicity; A549 ARE-Fluc cells, CellTiter-Fluor viability, 18-24 h; 390,000 tested, 0.16% active; Potency, µM (series often up to 46 µM), for the others: top-dose activity change, negative = cytotoxicity, hits mostly inhibitors; AID 504648, 2011; note: potency is the fitted concentration of half-maximal effect; % is set by controls: 0 for no effect and ±100 for the full control effect
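A549 ARE-Fluc cells in 5% FBS OPTI-MEM, 5000 cells/well, rested 2 h then exposed to compounds in concentration-response for 18-24 h at 37 °C. Viability by CellTiter-Fluor fluorescence (Ex 405/Em 525) after 30 min; luciferase luminescence (BugLite, 15 min, RT) read afterwards.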
Nrf2 activator: qHTS of Nrf2 Activators. Potency, µM (highest dose often 46.1 µM), for the others: top-dose activation, most hits filed as activators. 410,000 tested, 0.31% active. AREc32 ARE-luciferase reporter (MCF7-derived line), luminescence, 24 h; note: potency is the fitted concentration of half-maximal effect; % of control where 0% means no effect; nearly all actives have a fitted effect of over 65% in size
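For detection, Steady-Glo was added and plates sat 30 min at RT; before that, AREc32_Fluc cells grown overnight in OPTI-MEM/5% FBS had been treated with 23 nL compound for 24 hr at 37 deg C.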
EPAC2 agonist: qHTS for Agonist of cAMP-regulated guanine nucleotide exchange factor 4 (EPAC2): primary screen. Rap guanine nucleotide exchange factor 4 (Homo sapiens), Q8WZA2. EPAC2 activation, biochemical qHTS; response scale: 100% = 6.5 mM cAMP response. Potency, µM (highest dose often 154 µM), for inactives: top-dose activation, hits mostly activators. 360,000 tested, 0.079% active. AID 720711, 2013; note: potency is the fitted concentration of half-maximal effect; nearly all actives have a fitted effect of over 50% in size
Target sequence (Q8WZA2 whole entry, looked up): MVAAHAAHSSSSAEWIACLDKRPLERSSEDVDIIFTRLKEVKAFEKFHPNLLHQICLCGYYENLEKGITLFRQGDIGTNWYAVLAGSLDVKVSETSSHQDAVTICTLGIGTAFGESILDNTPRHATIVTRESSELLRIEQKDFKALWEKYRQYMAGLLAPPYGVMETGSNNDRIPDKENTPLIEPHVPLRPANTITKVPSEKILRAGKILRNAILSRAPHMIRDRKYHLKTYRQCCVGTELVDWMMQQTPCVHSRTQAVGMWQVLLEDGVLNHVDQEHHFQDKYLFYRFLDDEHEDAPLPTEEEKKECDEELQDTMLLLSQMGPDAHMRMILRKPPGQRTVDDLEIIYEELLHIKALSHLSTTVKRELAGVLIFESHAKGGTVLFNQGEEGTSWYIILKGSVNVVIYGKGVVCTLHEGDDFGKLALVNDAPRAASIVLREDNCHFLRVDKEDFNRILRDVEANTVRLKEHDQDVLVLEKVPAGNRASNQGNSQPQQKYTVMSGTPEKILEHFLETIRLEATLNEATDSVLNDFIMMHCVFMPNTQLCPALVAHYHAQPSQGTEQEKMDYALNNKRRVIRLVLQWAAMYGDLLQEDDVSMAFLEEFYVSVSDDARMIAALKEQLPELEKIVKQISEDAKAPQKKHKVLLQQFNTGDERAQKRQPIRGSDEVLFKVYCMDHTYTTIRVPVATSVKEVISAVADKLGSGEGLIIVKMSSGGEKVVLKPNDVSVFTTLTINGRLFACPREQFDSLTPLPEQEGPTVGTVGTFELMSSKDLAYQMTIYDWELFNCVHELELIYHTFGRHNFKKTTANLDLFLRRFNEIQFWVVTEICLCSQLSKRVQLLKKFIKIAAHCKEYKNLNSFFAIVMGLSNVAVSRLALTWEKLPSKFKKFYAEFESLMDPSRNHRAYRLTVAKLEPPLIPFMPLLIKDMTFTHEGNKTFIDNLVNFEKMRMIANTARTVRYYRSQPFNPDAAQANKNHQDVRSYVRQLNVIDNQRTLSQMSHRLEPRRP
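Exchange assay: 100 nM EPAC2 with 250 nM Rap1B-BODIPY-GDP and 50 uM GDP. Fluorescence (ex 480/em 540 nm) read every 5 min for 30 min at room temperature. Data normalized to 6.5 mM cAMP as agonist control.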
Nrf2 block: Nrf2 qHTS screen for inhibitors | 360,000 tested, 2.1% active | Potency, µM (doses to about 46 µM), for inactives: top-dose activity change, negative = inhibition, hits mostly inhibitors | A549 ARE-Fluc reporter, luciferase luminescence, 18-24 h | AID 504444, 2011; note: potency is the fitted concentration of half-maximal effect; % is set by controls: 0 for no effect and ±100 for the full control effect; nearly all actives have a fitted effect of over 60% in size
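Cells were seeded and rested 2 h, then exposed to compounds for 18-24 h. CellTiter-Fluor was read first as a viability measure. BugLite was added 15 min before the final luminescent read of ARE-luciferase activity in A549 cells.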
TGFb inhibitor: qHTS for Inhibitors of TGF-b; HepG2 CAGA-GFP TGF-b/SMAD3 reporter, GFP fluorescence, 18 h; TGF-beta stimulated, 500 pg/mL final; 410,000 tested, 1.2% active; Potency, µM (top dose mostly 46.1 µM), for the others: at the highest dose activity, negative = inhibition, hits mostly inhibitors; note: potency is the fitted concentration of half-maximal effect; % is set by controls: 0 for no effect and ±100 for the full control effect; nearly all actives have a fitted effect of over 65% in size
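Read-out: total well GFP (ex488/em500-530) summed from mean per-cell fluorescence. Cells: HEPG2 CAGA-GFP, 1% FBS DMEM, 18 h at 37 degrees C with 500 pg/mL final TGF-beta. Unstimulated wells served as the full-inhibition control; stimulated DMSO wells = 0%.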
EPAC2 antagonist: qHTS for Antagonist of cAMP-regulated guanine nucleotide exchange factor 2 (EPAC2): primary screen | Rap guanine nucleotide exchange factor 4 (Homo sapiens), Q8WZA2 | EPAC2 GEF exchange of Rap1B-BODIPY-GDP, fluorescence | Potency, µM (titrated, usually from 114 µM), inactives show at the highest dose activity, negative = inhibition, usual class: inhibitors | 360,000 tested, 0.18% active | AID 720708, 2013; note: potency is the fitted concentration of half-maximal effect; % is set by controls: 0 for no effect and ±100 for the full control effect; nearly all actives have a fitted effect of over 45% in size; many of its hits are not listed in these tables
MmCpn inh: Inhibitors of TCP-1 ring complex (TRiC) of Methanococcus maripaludis (MmCpn): qHTS | Chaperonin Mm-Cpn (Methanococcus maripaludis) | purified Mm-Cpn ATPase, ADP Transcreener TR-FRET | Potency, µM (top dose mostly 76.9 µM), without a hit: top-dose activity, negative = inhibition, usual class: inhibitors | 330,000 tested, 0.031% active; note: potency is the fitted concentration of half-maximal effect; % is set by controls: 0 for no effect and ±100 for the full control effect; nearly all actives have a fitted effect of over 80% in size
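Compound-treated chaperonin, 25 nM final, turns over 10 uM ATP at 37°C for 30 min following a 10 min preincubation; ADP generated competes with ADP-d2 for Eu-cryptate antibody, lowering FRET.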
CCT chaperon mod: High-Throughput Screening for Modulators of Cytosolic Chaperonin Activity | purified chaperonin ATPase assay, HTRF ADP detection, 30 min | 360,000 tested, 0.3% active | activity change, % (no concentration beside the values), hits read low; in the data active = activity change below about -30%; note: % is set by controls: 0 for no effect and ±100 for the full control effect
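First, chaperonin was dispensed at 40 nM or 20 nM final depending on batch activity. Next, compounds were pinned at 76 uM and ATP added at 10 uM. After 30 min at 37 °C, ADP detection reagents ran 30 min at ambient temperature.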
Akt phos inh: HTS Assay for Inhibitors of Akt Phophorylation: Primary Screen; Neuro2A IGF-stimulated pAkt S473 HTRF, 20 min; stronger effect = lower value; activity change, % for hits at 50 µM; 360,000 tested, 0.32% active; AID 651550, 2012; in the data active = activity change below about -80%; inconclusive = mostly about -51% to -80%; note: % is set by controls: 0 for no effect and ±100 for the full control effect
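Single-point screen (50 µM final compound) in Neuro2A cells stimulated 20 min with 6 nM IGF at 37 deg C. After lysis, Ser473-phosphorylated Akt read by HTRF (ex 330 nm, em 615/665 nm) as the 665/615 ratio.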
Numbers without * were called inactive; i = inactive; ? = inconclusive; / = no result given; & = joins results of further samples. Unless noted, calls come from the whole dose curve; as a rule, active = well fitted curve in the direction sought with a large enough effect; inconclusive = small, poorly fitted or top-dose-only effect, or another doubt; inactive = no such curve, though single readings can be large; an effect the other way counts as inactive or inconclusive. This is a subset; count on the stated rates, not on these rows.

SMILES	A549 viability	Nrf2 activator	EPAC2 agonist	Nrf2 block	TGFb inhibitor	EPAC2 antagonist	MmCpn inh	CCT chaperon mod	Akt phos inh
CON(C)c1nc(C2CCCCC2)c2cc(C)ccc2n1	7%	6.5%	7%	26%	-29%	?	/	-0.8	i
COc1ccc(CN2CCN(C(C)C)C(CCO)C2)cc1Cn1cncn1 (stereo not given)	0%	-0.3%	6%	-2%	8%	3%	1%	-0.8	i
CC1Sc2ccc(C#N)cc2N(Cc2cccc(C(F)(F)F)c2)C1=O (stereo not given)	/	4.8%	1%	/	-6%	?	/	-3.1	i
O=C1CCC2=C(CCCC2=O)N1	-3%	-0.7%	7%	-3%	15%	13%	3%	1.7	i
CCCCNC(=S)NCCN1CCCCC1	8%	0.0%	-6%	4%	-6%	-2%	-4%	-10	i
CC1Sc2ccc(S(=O)(=O)N3CCC(C(=O)NCC(C)c4ccccc4)CC3)cc2NC1=O (stereo not given)	-3%	2.9%	7%	?	-17%	-7%	0%	-2.1	i
COc1ccc(N(CC(=O)Nc2cccc(N(C)S(C)(=O)=O)c2)S(=O)(=O)c2ccc(C)cc2)cc1	1%	-0.4%	6%	?	-2%	-3%	1%	-0.3	i
COc1c(Cl)cc(-c2noc(C)c2C(=O)NC(C)C)cc1Cl	2%	-1.1%	4%	2%	18%	-3%	-2%	0.1	i
CC(=O)c1cccc(OCC(=O)N(C)CC(=O)NCc2ccco2)c1	0%	4.3%	3%	-6%	-1%	25%	-3%	0.5	i
CN(C)S(=O)(=O)c1ccc(NC(=O)c2cc3ccccc3o2)cc1	-26%	2.1%	12%	?	19%	-6%	1%	1.1	i
CCOC(=O)CC1C(=O)NCCN1C(=O)Nc1ccccc1 (stereo not given)	-7%	-0.1%	0%	/	15%	9%	1%	-5.9	i
Cc1c(NC(=O)CN2CC(C)OC(C)C2)c(=O)n(-c2ccccc2)n1C (stereo not given)	1%&-3%	-2.4%&0.4%	6%&3%	-1%&10%	0%&1%	-2%&5%	0%	-0.9&2.3	i
CN(C(=O)CSc1nnnn1-c1ccccc1)C1CCCCC1	-2%	3.4%	0%	?	8%	-5%	0%	-3.0	i
CCOCCCNC(=O)C(c1ccc(Cl)cc1)N1CCN(C(=O)c2ccco2)CC1 (stereo not given)	-7%	0.1%	4%	-19%	4%	-2%	-1%	-2.9	i
Cc1ccccc1NC(=S)NNC(=O)c1cccc(Br)c1	-1%	3.9%	-5%	?	-7%	-5%	-1%	-0.2	i
CCCC(=O)NC(=S)Nc1nc(-c2ccc(OC)cc2)cs1	-9%	2.3%	6%	-14%	?	18%	?	-1.7	i
O=C(Nc1ccc(Oc2ccccc2)nc1)C1CCCCN1Cc1cccc(O)c1 (stereo not given)	-8%	-0.6%	5%	17%	-8%	0%	-2%	-0.9	i
COC(=O)CSc1nnc2c3c4c(sc3nc(-n3nc(C)cc3C)n12)COC(C)(C)C4	-4%	-0.7%	-10%	?	4%	4%	-2%	-2.2	i
O=C(CNC(=O)N1CC(=O)Nc2ccccc21)Nc1nccs1	-1%	-0.2%	4%	-3%	-7%	3%	1%	-0.5	i
O=c1oc(C2(O)CCCCC2)cc2ccc(/C=C/c3ccc(F)cc3)cc12	-5%	4.1%	5%	-6%	-3%	-11%	0%	-1.5	i
COc1cccc(OC)c1OCCCSc1nc(C)cc(=O)[nH]1	-4%	-0.7%	-1%	/	12%	11%	-1%	0.4	i
Cc1ccc(-n2c(Cc3ccccc3)nnc2SCc2nc(-c3cccs3)no2)cc1C	?	-0.9%	/	?	?	/	/	/	/
COc1ccc2c(c1)CCc1c-2nc2ccccc2c1N1CCOCC1	-12%	13%	17%	-10%	?	-3%	-2%	-4.9	i
COc1cccc(NS(=O)(=O)c2c(C)cc(C)cc2C)c1	0%	1.7%	23%	-4%	?	-21%	-3%	-4.5	i
COc1ccc(NC(=O)CSc2nnnn2C)c([N+](=O)[O-])c1	-9%	-0.2%	-3%	-13%	1%	3%	0%	2.4	i

The final 4 compounds of the part above open the next one:
SMILES	A549 viability	Nrf2 activator	EPAC2 agonist	Nrf2 block	TGFb inhibitor	EPAC2 antagonist	MmCpn inh	CCT chaperon mod	Akt phos inh
Cc1ccc(-n2c(Cc3ccccc3)nnc2SCc2nc(-c3cccs3)no2)cc1C	?	-0.9%	/	?	?	/	/	/	/
COc1ccc2c(c1)CCc1c-2nc2ccccc2c1N1CCOCC1	-12%	13%	17%	-10%	?	-3%	-2%	-4.9	i
COc1cccc(NS(=O)(=O)c2c(C)cc(C)cc2C)c1	0%	1.7%	23%	-4%	?	-21%	-3%	-4.5	i
COc1ccc(NC(=O)CSc2nnnn2C)c([N+](=O)[O-])c1	-9%	-0.2%	-3%	-13%	1%	3%	0%	2.4	i
COc1ccc(CCNC(=O)CCn2c(=O)c3ccccc3n(Cc3ccccc3F)c2=O)cc1OC	-13%	0.1%	/	?	-20%	/	/	/	/
CN(C)c1cccc(C(=O)N/N=C/c2ccccc2F)c1	3%	-1.7%	-4%	?	0%	10%	0%	-0.2	i
Cc1ccc(CN(C(=O)COc2cc(C)c(Cl)c(C)c2)c2ccccn2)o1	4%	4.9%	/	?	?	/	/	/	/
Cc1cc(NC(=O)CSc2nc3ccccc3[nH]2)n(-c2ccccc2)n1	0%	-0.8%	4%	-15%	-6%	-18%	-3%	0.3	i
CC(=O)NCCc1nc2ccccc2n1Cc1ccc(Cl)cc1	0%	3.6%	6%	?	-7%	3%	5%	0.4	i
CCN(CC)c1cc2c(cc1F)c(=O)c(S(=O)(=O)c1cc(C)ccc1C)cn2Cc1ccccc1	-16%	-1.3%	/	?	0%	/	/	/	/
O=C(Nc1ccccc1)C1CC(=O)n2c(nc3ccccc32)N1 (stereo not given)	5%	-0.6%	7%	4%	-16%	9%	1%	-0.8	i
Cc1ccc(CNC(=O)/C(C#N)=C/c2ccc(C)s2)cc1	-4%	-1.0%	-8%	-11%	4%	-6%	-2%	-1.9	i
CCS(=O)(=O)N1Cc2ccccc2CC1C(=O)Nc1cc(S(C)(=O)=O)ccc1Cl (stereo not given)	-2%	2.7%	6%	8%	0%	0%	-1%	-1.5	i
O=C1NCCN(CC2CCN(CCc3ccccc3)CC2)C1=O	/	-0.8%	8%	/	2%	-9%	/	-0.9	i
CC(C)=CC1C(C(=O)NCCOc2ccccc2)C1(C)C (stereo not given)	-2%	0.5%	1%	-17%	-12%	-4%	1%	0.2	i
Cc1ccc(S(=O)(=O)NCC2CCC(C(=O)NCCCN3CCC(C)CC3)CC2)cc1 (stereo not given)	/	0.8%	9%	/	-2%	3%	/	0.5	i
CC(NS(=O)(=O)c1cn(C)c(=O)n(C)c1=O)c1ccccc1 (stereo not given)	-3%	-0.5%	-4%	4%	7%	20%	-1%	0.0	i
CCCN1CCN(C(=O)C2CCN(S(=O)(=O)c3ccc4c(c3)oc(=O)n4C)CC2)CC1	1%	-0.1%	8%	19%	6%	7%	0%	-0.3	i
Cc1cc(C)n(CC(=O)NNC(=O)COc2ccc(Br)cc2F)n1	9%	-0.7%	-7%	16%	3%	-5%	-1%	-1.4	i
COc1cccc(C(=O)N(Cc2cccc(F)c2)C2CCS(=O)(=O)C2)c1 (stereo not given)	4%	0.3%	/	-5%	-16%	/	/	/	/
CCOC(=O)NC1(C(F)(F)F)C(=O)NC(C)=C1C#N (stereo not given)	-8%	0.4%	3%	/	-3%	2%	-6%	0.1	i
CCCC(=O)Nc1ccc(NC(=O)c2ccccc2)nc1	-4%	-0.8%	6%	?	0%	-1%	1%	-1.0	i
CC(=O)Nc1ccc(S(=O)(=O)NCCC(=O)NCCCc2ccccc2)cc1	-1%	0.2%	8%	23%	9%	3%	0%	1.8	i
COCCN(C(=O)c1cc(-c2ccccc2Cl)nc2ccccc12)c1c(N)n(CC(C)C)c(=O)[nH]c1=O	0%	-0.5%	3%	-5%	-3%	3%	/	2.0	i
COC(=O)c1cc(NS(=O)(=O)c2ccc(N3CCCCC3)c([N+](=O)[O-])c2)cc(C(=O)OC)c1	-10%	-0.3%	7%	-17%	?	-9%	1%	1.7	-98%*
O=C(COC(=O)c1ccc(=O)[nH]c1)Nc1cccc(S(=O)(=O)N2CCOCC2)c1	2%	-0.3%	19%	3%	-2%	7%	-1%	2.2	i
CCS(=O)(=O)N1CCN(Cc2ccncc2)CC1	-1%	-0.9%	3%	3%	10%	6%	-2%	-2.0	i
CCOC(=O)c1c(NC(=O)C2C3CCC(O3)C2C(=O)O)sc2c1CCC(CC)C2 (stereo not given)	-21%	2.1%	5%	?	-2%	4%	0%	0.2	i
Cc1ccc(C2(C)NC(=O)N(CC(=O)Nc3ccccc3N3CCCC3)C2=O)cc1 (stereo not given)	-2%	2.5%	8%	-12%	0%	9%	-1%	-0.9	i
CC1CCCC(NC(=O)CN2CCN(S(=O)(=O)c3cccs3)CC2)C1C (stereo not given)	-1%	-0.5%	4%	0%	-3%	4%	-12%	-5.8	i
